Compound activity as filed in PubChem.
WT yeast gro inh = growth inhibition of WT strain, primary screen, mitochondrial fusion inhibitor project, WT and mutant strains, chemical genetic. mitochondrial fusion phenotypic screen. inhibition, % at 10 µM. actives 2.1% (n = 190,000); in the data active means inhibition above about 58%; tested in S. cerevisiae
bCat nuc transl = modulators of beta-catenin nuclear translocation, primary screen, imaging, HeLa cells, immunofluorescence, high-content; nuclear translocation activity, % at 5 µM; actives 0.3% (n = 190,000);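 active means nuclear translocation activity above 50% at 5 µM, with a well cell count of 50 or more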;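 further: per-cell ratio of nuclear to cytoplasmic median beta-catenin stain intensity; plate controls were DMSO negative control for no effect and GSK-3 inhibitor IX positive control for full effect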
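Test system: human HeLa cells, native beta-catenin. Compound dosing: 5 µM primary single dose, 0.1% DMSO, 0.02–20 µM confirmation series. Incubation: compound exposure 24 h at 37°C. Detection: beta-catenin immunostaining with DAPI counterstain, 20x imaging, 6 fields/well. Read-out basis: Nuclear/cytoplasmic beta-catenin signal ratio, % activation.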
West Nile virus CPE = West Nile virus antiviral activity, cell-based, CPE readout (AID 1621). CPE inhibition, % at 10 µM, or IC50 in µM where a hit was titrated. West Nile virus-infected cells, CPE inhibition; higher % means a stronger effect. actives 0.02% (n = 290,000); in the data active means a potency from the dose series; further: strong numbers were not always called active
MT stabilize HCS = microtubule stabilizers in HeLa cells, primary screen, imaging, high-content imaging; HeLa tubulin immunostaining HCS, 24 h; share of cells brighter than vehicle mean+2SD; % tubulin-high responders, % at 10 µM; actives 0.83% (n = 200,000); AID 2205, 2009;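 active means plate Z-score above 3 for both tubulin-high and condensed-nucleus cell shares, with cell loss under 80%, at 10 µM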;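 further: anti alpha tubulin signal scored within the nucleus-defined area of each cell; some results filed as inactive read as strong as hits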
T cell modulator = modulators of CD8 T cell-vesicle binding, primary screen, mouse 2C CD8+ T cells, flow cytometry; 2C CD8+ T cell-vesicle binding; active compounds read low; calls only at 7 µM; actives 0.068% (n = 330,000);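 active means response, share of CD8 T cells binding vesicles, and their 90th percentile fluorescence all below set limits, cut at about 80% in these data, passing the limit was not always enough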
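System: murine 2C transgenic CD8+ T lymphocytes; also added: QL9-loaded Drosophila micro-vesicles; times: binding 1.5 h at 37 °C; measured by: flow cytometry, PE anti-B7-1 (FL2) versus Alexa647 anti-CD8 (FL8), PFA-fixed; control set: Peptide-free naked vesicles (low) and QL9 vesicles with 0.7% DMSO vehicle (high)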
Ins promoter up = insulin promoter activators in MIN6 cells, imaging, high-content screening, mouse beta cells | actives 0.3% (n = 190,000) | z-score at 5 µM | MIN6 insulin promoter-GFP reporter; active compounds read high;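 active means z-score above 3 at 5 µM with at least 500 cells counted in the well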
Lipid droplet = inhibitors of hepatocyte lipid droplet formation, primary screen, imaging, high-throughput imaging, BODIPY stain | actives 0.4% (n = 240,000) | AML12 mouse hepatocytes, oleate lipid droplets | inhibition, % at 6.5 µM;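 active means lipid droplet intensity inhibited by at least 50%, with more than 500 cells counted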
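Technique: fluorescence imaging, 20x objective, two fields per well / Assay system: AML12 hepatocytes (mouse) / Measure: % inhibition of lipid droplet signal / Doses: 6.5 µM single-point dosing / Incubation: overnight exposure / Reagent: 100 µM oleic acid challenge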
Myeloid diff MLP = induction of myeloid progenitor differentiation, primary screen, cell-based, flow cytometry, MLPCN library; ER-HoxA9 myeloid progenitors, lysozyme-GFP differentiation; actives 1% (n = 360,000); calls only at 10 µM;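 active means normalized GFP-positive differentiation at or above the plate's own cutoff, the solvent-only control mean plus 3 SD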;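 further: cells exposed to compound for four days before flow analysis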
Autophagy HCS = autophagy modulators in MEF cells, primary screen, imaging, high-content, MEF GFP-LC3; calls only at 10 µM (by protocol); MEF GFP-LC3 puncta imaging; test concentration mostly 10 µM; actives 0.98% (n = 190,000);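 active means percentage of spot-positive cells more than 3 SD above its plate mean, without a fluorescence outlier flag or 80% toxicity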;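 further: spot-positive cell cutoff set from DMSO-treated cells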
WT yeast gro inh mutant strain = further read-out of WT yeast gro inh, marked with its call; inhibition, %; mitochondrial fusion phenotypic screen, mutant strain inhibition
Ins promoter up cell count = further read-out of Ins promoter up, marked with its call; cell count; measured here: cytotoxicity, nuclei count;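 total cells summed across four imaged fields per well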
Lipid droplet cells 6.5 µM = recorded beside Lipid droplet, whose call it bears; cell count; measured here: cell count, cytotoxicity flag;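 cells counted across two imaged fields per well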
bCat nuc transl cell count 5 µM = further read-out of bCat nuc transl, marked with its call; cell count; measured here: cell count, cytotoxicity flag
T cell modulator vesicle-bound % = recorded beside T cell modulator, whose call it bears; double positive events, %; measured here: CD8+ vesicle-bound cell fraction;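 binding gate set so that unloaded-vesicle control wells show 10% double positive cells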
MT stabilize HCS Hoechst-high % = also measured in MT stabilize HCS; calls as there; % Hoechst-high responders; measured here: nuclear condensation Hoechst responders;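 share of cells brighter than vehicle mean plus two SD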
MT stabilize HCS cytotoxicity % = also measured in MT stabilize HCS; calls as there; toxicity, %; measured here: cytotoxicity by cell density;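 0% = mean cell density of plate MIN control wells and 100% = no cells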
Autophagy HCS cell loss 18 h = further read-out of Autophagy HCS, marked with its call; toxicity, %; measured here: cell loss, nuclei count;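 cell loss after 18 h compound exposure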
Myeloid diff MLP GFP+ MAC1+ % = second read-out of Myeloid diff MLP, no call of its own (marks repeat the call); GFP+ MAC1+ double positive, %; measured here: differentiation confirmed by MAC1 staining
Active calls of the source: *; i = inactive; . = no result given; & = joins results of further samples.

Start of the data: the first 2 compounds as a preview:
SMILES	WT yeast gro inh	WT yeast gro inh mutant strain	bCat nuc transl	bCat nuc transl cell count 5 µM	West Nile virus CPE	MT stabilize HCS	MT stabilize HCS Hoechst-high %	MT stabilize HCS cytotoxicity %	T cell modulator	T cell modulator vesicle-bound %	Ins promoter up	Ins promoter up cell count	Lipid droplet	Lipid droplet cells 6.5 µM	Myeloid diff MLP	Myeloid diff MLP GFP+ MAC1+ %	Autophagy HCS	Autophagy HCS cell loss 18 h
CN(C)c1cccc(C(=O)N2CCCC(CCC(=O)N3CCN(c4ccccn4)CC3)C2)c1 (stereo unspecified)	.	.	.	.	-0.2%	.	.	.	i	43	.	.	-38	690	i	0.7	.	.
COc1ccc(OC)c(CCNC(=O)Cc2ccc(NC3=NC4CS(=O)(=O)CC4S3)cc2)c1 (stereo unspecified)	.	.	.	.	0.8%	.	.	.	i	10	.	.	-1	806	i	4.8	.	.

This part in full, repeating the preview:
SMILES	WT yeast gro inh	WT yeast gro inh mutant strain	bCat nuc transl	bCat nuc transl cell count 5 µM	West Nile virus CPE	MT stabilize HCS	MT stabilize HCS Hoechst-high %	MT stabilize HCS cytotoxicity %	T cell modulator	T cell modulator vesicle-bound %	Ins promoter up	Ins promoter up cell count	Lipid droplet	Lipid droplet cells 6.5 µM	Myeloid diff MLP	Myeloid diff MLP GFP+ MAC1+ %	Autophagy HCS	Autophagy HCS cell loss 18 h
CN(C)c1cccc(C(=O)N2CCCC(CCC(=O)N3CCN(c4ccccn4)CC3)C2)c1 (stereo unspecified)	.	.	.	.	-0.2%	.	.	.	i	43	.	.	-38	690	i	0.7	.	.
COc1ccc(OC)c(CCNC(=O)Cc2ccc(NC3=NC4CS(=O)(=O)CC4S3)cc2)c1 (stereo unspecified)	.	.	.	.	0.8%	.	.	.	i	10	.	.	-1	806	i	4.8	.	.
COc1ccc(NC(=S)N(CCN2CCCCC2)Cc2ccco2)cc1	-10	-22	-0.8	1058	-0.5%	2.0	2.8	5.0	i	31	-0.53	1277	-5	715	i	0.3	i	-5
CCN1CCc2c(OCC(=O)Nc3ccc(C)cc3)cccc2C1=O	.	.	.	.	-0.1%	.	.	.	i	24	.	.	-10	711	i	0.6	.	.
O=C(Oc1c(Cl)cc(Cl)c2cccnc12)N1CCCCC1	7	5	.	.	0.3%	6.9	12	96	i	34	0.84	1208	-26	650	i	2.9	i	-4
CN(C)c1nccc(NCc2ccccc2)c1C#N	8	-6	.	.	-1.1%	1.4	1.8	1.6	i	29	0.1	1264	6	709	i	0.2	i	-5
CCC(C)NC(=O)Cc1ccc(-c2ccccc2)cc1 (stereo unspecified)	-3	13	2.8	1061	-0.3%	3.5	1.6	6.5	i	47	0.11	1103	-2	637	i	0.5	i	-1
CCOC(=O)C1CCN(S(=O)(=O)c2ccc3[nH]c4c(c3c2)CCCC4)CC1	.	.	.	.	1.8%	.	.	.	i	13	.	.	9	756	i	0.6	.	.
CCOc1ccc(C2/C(=C(/O)c3ccc(S(=O)(=O)N4CCCCC4)cc3)C(=O)C(=O)N2CCCOC)cc1OC (stereo unspecified)	.	.	.	.	-0.1%	.	.	.	i	33	.	.	-4	899	i	0.3	.	.
CSCC[C@H](NC(=O)Nc1ccc(C)cc1C)C(=O)O	-10	-13	-2.9	1013	0.5%	3.3	2.1	4.6	i	29	0.14	1271	.	.	.	.	i	1
COc1ccc(CN(C(=O)CCC(=O)Nc2cc(C)on2)C(C(=O)NC(C)(C)C)c2cccc(OC)c2OC)cc1 (stereo unspecified)	.	.	.	.	-0.5%	.	.	.	i	16	.	.	-4	825	i	0.2	.	.
CCC(=O)Nc1ccc(C(=O)Nc2ccc3c(c2)C(=O)N(CC2CCCO2)C3=O)cc1 (stereo unspecified)	11	19	1.2	1040	-0.1%	2.0	0.9	24	i	35	-0.13	1254	7	774	i	0.5	i	2
Fc1ccc(COc2ccc(Br)cc2CNCC2CCCO2)cc1 (stereo unspecified)	14	0	-2.8	1101	-1.2%	7.6	1.1	7.9	i	62	-0.5	1513	-4	685	i	0.1	i	-5
CCOc1ccc(Br)cc1CN(CC)CC	.	.	6.5	982	-0.1%	.	.	.	i	16	-0.23	1399	-8	606	i	0.3	.	.
COc1cc(C(=O)NC(=S)Nc2nc(-c3ccc(F)cc3)cs2)cc(OC)c1OC	.	.	.	.	-0.2%	.	.	.	i	17	.	.	6	830	i	0.5	.	.
O=C(O)c1cc(Br)ccc1NN=C1CCCCC1	-10	-7	-1.5	939	-0.1%	3.4	2.3	1.9	i	42	.	.	5	639	i	0.2	i	15
CC(C)CCNC(=O)c1onc(CSc2ccc(Cl)cc2)c1C(=O)NCCC(C)C	.	.	-0.2	1113	-1.2%	.	.	.	i	58	0.25	821	.	.	i	3.1	.	.
CCOc1ccc(C(=O)Nc2c3c(nn2-c2ccc(C)cc2)CS(=O)C3)cc1OCC (stereo unspecified)	-4	-2	0.0	1107	0.4%	4.0	2.5	9.9	i	30	-0.65	1883	21	615	i	6.0	.	.
O=C(CNC(=O)c1ccccc1)OCc1cccc(Br)c1	8	0	8.6	848	0.1%	3.1	1.8	4.8	i	8	0.38	1534	-32	663	i	0.9	i	25
Clc1ccc(Nc2nc(NCCN3CCOCC3)nc(N3CCOCC3)n2)cc1	3	4	0.4	1031	-0.3%	7.2	3.3	6.2	i	21	-0.04	1385	66*	326*	i	0.3	i	16
O=[N+]([O-])c1ccc(O)c(/C=N\N=C2c3ccccc3-c3ccccc32)c1	24	4	0.8	925	-0.9%	4.8	1.6	12	i	39	-0.97	778	-75	509	i	0.6	i	31
COc1ccccc1CCNC(C)CCc1ccc(O)cc1 (stereo unspecified)	.	.	.	.	-0.5%	.	.	.	i	45	.	.	0	850	i	0.2	.	.
COc1ccc(C(=O)N/N=C\c2ccoc2)cc1	.	.	.	.	0.3%	.	.	.	i	8	.	.	3	824	i	1.0	.	.
Nc1cccc2c1C(=O)N(C(=O)c1cccc(S(=O)(=O)N3CCCC3)c1)C2=O	-6	-22	-4.0	950	0.9%	3.7	2.4	2.5	i	47	3.1*	875*	-26	793	i	0.8	i	3
Cc1ccc(NC(=O)CCn2c(=O)[nH]c3ccsc3c2=O)cc1F	.	.	.	.	0.3%	.	.	.	i	20	.	.	-4	797	i	0.2	.	.
Nc1nnc(SCc2ccccc2)n1-c1ccccc1	-14	10	2.8	1047	0.1%	1.5	1.1	5.7	i	15	.	.	3	719	i	0.6	i	-1
CN(C)CCC(c1ccc(Br)cc1)c1ccccn1 (stereo unspecified)	-2	-3	-3.3	543	0.2%	3.7	2.7	5.7	i	19&24	.	.	-11	688	i	2.0&0.9&2.2	i	21
COc1ccc(NS(=O)(=O)c2ccc(NC(=O)c3ccccc3)cc2)nn1	-1	2	-0.2	1248	0.6%	4.0	1.9	2.7	i	59	0.65	1278	4	716	i	0.4	i	-26
O=c1[nH][nH]c(=O)n1-c1ccccc1	4	18	-4.4	1098	0.0%	3.5	2.5	3.0	i	44	-0.56	1434	7	722	i	0.3	i	-8
Cc1ccnc2nc(C(=O)Nc3ccc4c(c3)OCO4)nn12	9	17	-1.0	1203	-1.0%	1.7	2.2	4.6	i	43	.	.	-2	731	i	7.3	i	-1
CCC(C)NC(=O)C(=O)NCc1ccccn1 (stereo unspecified)	-19	-2	-0.5	1554	0.3%	2.6	1.0	5.4	i	9	0.36	1347	2	662	i	0.2	i	20
Cc1ccc(CCNC(=O)C2CCCN(c3ncnc4c3nc3n4CCCCC3)C2)cc1 (stereo unspecified)	.	.	.	.	-0.8%	.	.	.	i	49	.	.	-16	768	i	5.0	.	.
CC(C)NC(=O)COC(=O)c1cc(Br)ccc1Cl	7	-26	-3.5	1054	-0.4%	1.9	1.8	5.8	i	6	1.1	1462	-10	668	i	0.3	i	-2
C/C(=N\NC(=O)c1c(Br)cnn1C)c1ccc(NC(=O)c2ccc(F)cc2)cc1	0	4	-0.3	1454	-1.3%	6.1	2.6	7.0	i	52	0.41	1386	-1	698	i	0.2	i	8
CN(Cc1ccccc1NS(=O)(=O)c1ccc2ccccc2c1)C1CCCCC1	25	-11	-4.2	1047	-1.2%	2.5	2.3	5.7	i	32	-1.5	1287	-30	719	i	0.2	i	5
CCOc1ccc(NC(=O)CN2CCN(CC(=O)Nc3cc(OC)cc(OC)c3)CC2)cc1	-4	-13	-0.4	1032	0.0%	4.7	1.9	15	i	35	-0.12	1330	-11	739	i	1.4	i	-7
COc1cc2sc(C)nc2c2ccccc12	.	.	.	.	0.2%	.	.	.	i	13	.	.	-3	809	i	0.3	.	.
COc1ccc(C(=O)OCc2cc3cccc(C)c3[nH]c2=O)cc1	-13	4	-2.3	854	0.2%	2.9	3.1	2.3	i	25	0.32	972	.	.	i	1.3	i	6
O=C(N/N=C/c1c[nH]c2ccccc12)c1cc2ccccc2o1	.	.	-1.0	1317	0.2%	.	.	.	i	14	-0.12	1116	-23	686	i	0.6	.	.
COc1ccc(N=Nc2nc3cc(Br)c(Br)cc3n2C)c(OC)c1	61*	31*	0.0	1093	-0.4%	3.5	4.8	5.4	i	47	-2.4	887	30	682	i	0.8	i	11
COC(=O)c1ccc(COc2ccccc2/C=C(\C#N)C(=O)Nc2ccc(C)cc2)cc1	1	-1	3.4	840	-0.5%	12	13	15	i	10	0	1128	15	571	i	0.7	i	-26

Some values from the entries so far:
For WT yeast gro inh mutant strain, `Nc1nnc(SCc2ccccc2)n1-c1ccccc1` is entered as 10
For Lipid droplet cells 6.5 µM, `COc1ccccc1CCNC(C)CCc1ccc(O)cc1` (stereo unspecified) is entered as 850
For Autophagy HCS cell loss 18 h, `CSCC[C@H](NC(=O)Nc1ccc(C)cc1C)C(=O)O` is entered as 1
